Compound activity deposited in PubChem by several laboratories.
Autophagy mod: autophagy modulators in MEF cells, primary screen, imaging, high-content, MEF GFP-LC3; MEF GFP-LC3 puncta imaging; test concentration mostly 10 µM; 190,000 tested, 0.98% active; AID 463193, 2010; calls only at 10 µM (by protocol);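 active means percentage of spot-positive cells more than 3 SD above its plate mean, without a fluorescence outlier flag or 80% toxicity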;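 further: spot-positive cell cutoff set from DMSO-treated cells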
b-catenin transl: modulators of beta-catenin nuclear translocation, primary screen, imaging, HeLa cells, immunofluorescence, high-content. nuclear translocation activity, % at 5 µM. 190,000 tested, 0.3% active. AID 1665, 2009;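 active means nuclear translocation activity above 50% at 5 µM, with a well cell count of 50 or more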;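 further: per-cell ratio of nuclear to cytoplasmic median beta-catenin stain intensity; plate controls were DMSO negative control for no effect and GSK-3 inhibitor IX positive control for full effect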
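System: Human HeLa cells, endogenous beta-catenin | Compound dosing: 5 µM primary, 0.02–20 µM confirmation | Timing: 24 h compound exposure at 37°C, 5% CO2 | Measured by: Fluorescence imaging of beta-catenin antibody stain plus DAPI | Read-out basis: % activation of per-cell nuclear versus cytoplasmic median beta-catenin signal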
Myeloid diff 2: induction of myeloid progenitor differentiation, primary screen, cell-based, flow cytometry, MLPCN library | calls only at 10 µM | AID 624256, 2012 | 360,000 tested, 1% active | ER-HoxA9 myeloid progenitors, lysozyme-GFP differentiation;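 active means normalized GFP-positive differentiation at or above the plate's own cutoff, the solvent-only control mean plus 3 SD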;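 further: cells exposed to compound for four days before flow analysis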
WT yeast gro inh: growth inhibition of WT strain, primary screen, mitochondrial fusion inhibitor project, WT and mutant strains, chemical genetic; mitochondrial fusion phenotypic screen; inhibition, % at 10 µM; 190,000 tested, 2.1% active; in the data active means inhibition above about 58%; tested in S. cerevisiae
MT stabilizer: microtubule stabilizers in HeLa cells, primary screen, imaging, high-content imaging | HeLa tubulin immunostaining HCS, 24 h; share of cells brighter than vehicle mean+2SD | % tubulin-high responders, % at 10 µM | 200,000 tested, 0.83% active | AID 2205, 2009;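 active means plate Z-score above 3 for both tubulin-high and condensed-nucleus cell shares, with cell loss under 80%, at 10 µM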;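 further: anti alpha tubulin signal scored within the nucleus-defined area of each cell; some results filed as inactive read as strong as hits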
West Nile antiviral: West Nile virus antiviral activity, cell-based, CPE readout (AID 1621) | CPE inhibition, % at 10 µM, or IC50 in µM where a hit was titrated | 290,000 tested, 0.02% active | West Nile virus-infected cells, CPE inhibition; higher % means a stronger effect; in the data active means a potency from the dose series; further: strong numbers were not always called active
Lipid droplet: inhibitors of hepatocyte lipid droplet formation, primary screen, imaging, high-throughput imaging, BODIPY stain; AML12 mouse hepatocytes, oleate lipid droplets; inhibition, % at 6.5 µM; 240,000 tested, 0.4% active; AID 1656, 2009;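 active means lipid droplet intensity inhibited by at least 50%, with more than 500 cells counted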
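Technique: fluorescence imaging, 20x objective, two fields per well / Assay system: AML12 hepatocytes (mouse) / Measure: % inhibition of lipid droplet signal / Doses: 6.5 µM single-point dosing / Incubation: overnight exposure / Reagent: 100 µM oleic acid challenge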
Ins promoter up: insulin promoter activators in MIN6 cells, imaging, high-content screening, mouse beta cells | z-score at 5 µM | MIN6 insulin promoter-GFP reporter; hits give high values | 190,000 tested, 0.3% active;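 active means z-score above 3 at 5 µM with at least 500 cells counted in the well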
T cell HTS: modulators of CD8 T cell-vesicle binding, primary screen, mouse 2C CD8+ T cells, flow cytometry; 2C CD8+ T cell-vesicle binding; hits give low values; calls only at 7 µM; AID 2052, 2009; 330,000 tested, 0.068% active;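 active means response, share of CD8 T cells binding vesicles, and their 90th percentile fluorescence all below set limits, cut at about 80% in these data, passing the limit was not always enough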
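Material: 2C TCR transgenic mouse naive CD8+ T cells, MACS-purified. Also added: QL9-charged Drosophila Ld/ICAM-1/B7-1 vesicles. Timing: binding 1.5 h at 37 °C. Measured by: high-throughput flow cytometry with anti-B7-1 and anti-CD8 staining. Read-out: percent CD8+ FL2 mean versus row control. Controls: Unloaded micro-vesicles (low), QL9 vesicles with 0.7% DMSO (high).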
WT yeast gro inh mutant strain: second read-out of WT yeast gro inh, no call of its own (marks repeat the call); inhibition, %; mitochondrial fusion phenotypic screen, mutant strain inhibition
Ins promoter up cell count: second read-out of Ins promoter up, no call of its own (marks repeat the call); cell count; measured here: cytotoxicity, nuclei count;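 total cells summed across four imaged fields per well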
Lipid droplet cells 6.5 µM: also measured in Lipid droplet; calls as there; cell count; measured here: cell count, cytotoxicity flag;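 cells counted across two imaged fields per well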
b-catenin transl cell count 5 µM: further read-out of b-catenin transl, marked with its call; cell count; measured here: cell count, cytotoxicity flag
T cell HTS vesicle-bound %: also measured in T cell HTS; calls as there; double positive events, %; measured here: CD8+ vesicle-bound cell fraction;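 binding gate set so that unloaded-vesicle control wells show 10% double positive cells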
MT stabilizer Hoechst-high %: further read-out of MT stabilizer, marked with its call; % Hoechst-high responders; measured here: nuclear condensation Hoechst responders;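 share of cells brighter than vehicle mean plus two SD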
MT stabilizer cytotoxicity %: recorded beside MT stabilizer, whose call it bears; toxicity, %; measured here: cytotoxicity by cell density;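 0% = mean cell density of plate MIN control wells and 100% = no cells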
Autophagy mod cell loss 18 h: further read-out of Autophagy mod, marked with its call; toxicity, %; measured here: cell loss, nuclei count;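 cell loss after 18 h compound exposure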
Myeloid diff 2 GFP+ MAC1+ %: further read-out of Myeloid diff 2, marked with its call; GFP+ MAC1+ double positive, %; measured here: differentiation confirmed by MAC1 staining
Active calls of the source: *; i = inactive; / = not tested or not shown.

Preview:
Structure	Lipid droplet	Ins promoter up cell count	b-catenin transl	Lipid droplet cells 6.5 µM	b-catenin transl cell count 5 µM	T cell HTS	Myeloid diff 2	West Nile antiviral	MT stabilizer	MT stabilizer Hoechst-high %	WT yeast gro inh	WT yeast gro inh mutant strain	T cell HTS vesicle-bound %	Myeloid diff 2 GFP+ MAC1+ %	Autophagy mod cell loss 18 h	Ins promoter up	Autophagy mod	MT stabilizer cytotoxicity %
CCc1nnc(NC(=O)c2cccc(OC)c2)s1	1	1763	-2.1	652	1065	i	i	0.1%	3.0	2.5	9	-18	56	1.4	0	1	i	8.9
c1ccc2sc(C3CCN(Cc4nnnn4Cc4ccc5c(c4)OCO5)CC3)nc2c1	-21	/	1.7	709	500	i	i	-1.2%	2.3	1.7	-11	1	13	0.6	-4	/	i	3.1

The listing, repeating the preview:
Structure	Lipid droplet	Ins promoter up cell count	b-catenin transl	Lipid droplet cells 6.5 µM	b-catenin transl cell count 5 µM	T cell HTS	Myeloid diff 2	West Nile antiviral	MT stabilizer	MT stabilizer Hoechst-high %	WT yeast gro inh	WT yeast gro inh mutant strain	T cell HTS vesicle-bound %	Myeloid diff 2 GFP+ MAC1+ %	Autophagy mod cell loss 18 h	Ins promoter up	Autophagy mod	MT stabilizer cytotoxicity %
CCc1nnc(NC(=O)c2cccc(OC)c2)s1	1	1763	-2.1	652	1065	i	i	0.1%	3.0	2.5	9	-18	56	1.4	0	1	i	8.9
c1ccc2sc(C3CCN(Cc4nnnn4Cc4ccc5c(c4)OCO5)CC3)nc2c1	-21	/	1.7	709	500	i	i	-1.2%	2.3	1.7	-11	1	13	0.6	-4	/	i	3.1
O=C(CSc1ccccc1)Nc1cc(S(=O)(=O)N2CCOCC2)ccc1N1CCOCC1	17	1206	0.5	670	1092	i	i	-1.4%	4.7	3.3	-9	14	28	0.1	-9	0.17	i	9.3
O=C(CN1CCN(c2ccccc2O)CC1)NC(c1ccccc1)c1ccccc1	-1	1631	-1.4	563	1131	i	i	-0.7%	4.6	1.1	15	10	47	0.9	14	0.36	i	9.5
CCC(=O)NC(c1ccc(N(C)C)cc1)c1c(O)ccc2ccccc12 (stereo unspecified)	-5	1432	0.4	710	1544	i	i	-0.7%	3.1	3.8	1	13	62	0.7	21	0.31	i	9.0
Cc1ccc(C(=O)NCc2ccc3c(c2)OCO3)cc1	-9	/	/	798	/	i	i	0.2%	/	/	/	/	54	0.3	/	/	/	/
COc1ccc(CCNC(=O)CCCCC(=O)NCCc2ccc(OC)cc2)cc1	1	/	/	829	/	i	i	-0.3%	/	/	/	/	8	1.2	/	/	/	/
Cc1nn(-c2cc(Cl)ccc2Cl)c(C)c1C(=O)O	10	1605	-0.3	709	919	/	i	1.7%	7.3	2.9	-1	5	/	0.3	-6	1.7	i	7.9
O=c1c2[nH]c3ccccc3c2nc2n1CCCS2	-2	1241	0.2	705	1080	i	i	-0.3%	3.9	2.2	-14	3	42	0.1	31	-0.59	i	8.5
CCc1c(C)nc2cc(-c3ccccc3)[nH]n2c1=O	5	/	/	764	/	i	i	-1.3%	/	/	/	/	57	0.5	/	/	/	/
CCOC(=O)CCCn1nc(C)n2c(cc3sccc32)c1=O	-22	/	-1.0	601	1138	i	i	0.2%	2.6	2.3	-11	-9	7	0.4	-5	/	i	4.3
Cc1nc2ccc(C(=O)O)cc2c2c1CC(CN)O2 (stereo unspecified)	2	/	/	822	/	i	i	-0.5%	/	/	/	/	39	0.1	/	/	/	/
CCOC(=O)C1CCCN(Cc2ccccc2Cl)C1 (stereo unspecified)	-6	874	3.5	816	970	i	/	-0.1%	2.0	1.6	14	10	34	/	-8	0.27	i	2.1
COc1ccc(OC)c(NC(=O)Nc2cnccn2)c1	-12	/	/	829	/	i	i	-0.3%	/	/	/	/	56	0.7	/	/	/	/
O=C(CSc1ccc(-c2ccc(F)cc2)nn1)NCc1ccco1	-8	/	1.8	734	1131	i	i	-0.5%	1.8	1.4	10	4	49	0.8	-11	/	i	5.9
COCCn1c(SCC(=O)NC2CCCC2)nc2c(c1=O)SCC2	-6	/	/	753	/	i	i	-0.3%	/	/	/	/	69	0.8	/	/	/	/
COc1ccc(CC(=O)c2ccc(OC)c(OC)c2C)cc1OC	2	1210	0.7	611	1022	i	i	-1.0%	1.8	2.3	0	2	43	0.5	-5	0.41	i	8.3
CCc1ccc(N2CC(C(=O)NCCC3=CCCCC3)CC2=O)cc1 (stereo unspecified)	7	/	/	715	/	i	i	-0.5%	/	/	/	/	21	0.8	/	/	/	/
CCOC(=O)C1=C(C)N=C2SC(C)C(=O)N2C1c1ccccc1 (stereo unspecified)	-31	/	2.3	685	1647	i	i	-0.7%	4.6	2.3	5	-4	46	0.7	-6	/	i	6.5
CSC1=N/C(=C/c2cccnc2)C(=O)N1Cc1ccccc1	4	1421	-1.1	711	1110	i	i	-0.4%	/	/	/	/	53	0.9	/	0.23	/	/
O=C(C1=C(O)C(=O)N(CCN2CCOCC2)C1c1ccc([N+](=O)[O-])cc1)c1cc2ccccc2o1 (stereo unspecified)	-22	/	/	659	/	i	i	0.2%	/	/	/	/	15	1.6	/	/	/	/
COc1ccccc1CNC(=O)c1ccc(C)s1	-2	1400	-0.7	724	1115	i	i	-0.2%	4.9	1.9	-1	0	58	0.6	-3	0.48	i	8.2
O=C(Nc1ccc(Br)cc1F)c1ccc2c(c1)N(Cc1ccccc1)C(=O)CS2=O (stereo unspecified)	-3	1291	-3.9	772	1272	i	i	-0.1%	2.8	2.8	-3	-2	59	3.1	/	-1.2	/	8.0
CCN(C(=O)CSc1ccc2ccccc2c1)C1CCS(=O)(=O)C1 (stereo unspecified)	8	1542	-1.6	674	1076	i	i	-0.4%	2.0	1.5	11	13	25	0.2	-18	-0.36	i	0.6

For reference, 6 of the compounds above:
Structure	Lipid droplet	Ins promoter up cell count	b-catenin transl	Lipid droplet cells 6.5 µM	b-catenin transl cell count 5 µM	T cell HTS	Myeloid diff 2	West Nile antiviral	MT stabilizer	MT stabilizer Hoechst-high %	WT yeast gro inh	WT yeast gro inh mutant strain	T cell HTS vesicle-bound %	Myeloid diff 2 GFP+ MAC1+ %	Autophagy mod cell loss 18 h	Ins promoter up	Autophagy mod	MT stabilizer cytotoxicity %
CCOC(=O)C1=C(C)N=C2SC(C)C(=O)N2C1c1ccccc1 (stereo unspecified)	-31	/	2.3	685	1647	i	i	-0.7%	4.6	2.3	5	-4	46	0.7	-6	/	i	6.5
CSC1=N/C(=C/c2cccnc2)C(=O)N1Cc1ccccc1	4	1421	-1.1	711	1110	i	i	-0.4%	/	/	/	/	53	0.9	/	0.23	/	/
O=C(C1=C(O)C(=O)N(CCN2CCOCC2)C1c1ccc([N+](=O)[O-])cc1)c1cc2ccccc2o1 (stereo unspecified)	-22	/	/	659	/	i	i	0.2%	/	/	/	/	15	1.6	/	/	/	/
COc1ccccc1CNC(=O)c1ccc(C)s1	-2	1400	-0.7	724	1115	i	i	-0.2%	4.9	1.9	-1	0	58	0.6	-3	0.48	i	8.2
O=C(Nc1ccc(Br)cc1F)c1ccc2c(c1)N(Cc1ccccc1)C(=O)CS2=O (stereo unspecified)	-3	1291	-3.9	772	1272	i	i	-0.1%	2.8	2.8	-3	-2	59	3.1	/	-1.2	/	8.0
CCN(C(=O)CSc1ccc2ccccc2c1)C1CCS(=O)(=O)C1 (stereo unspecified)	8	1542	-1.6	674	1076	i	i	-0.4%	2.0	1.5	11	13	25	0.2	-18	-0.36	i	0.6

Further structures follow:
Structure	Lipid droplet	Ins promoter up cell count	b-catenin transl	Lipid droplet cells 6.5 µM	b-catenin transl cell count 5 µM	T cell HTS	Myeloid diff 2	West Nile antiviral	MT stabilizer	MT stabilizer Hoechst-high %	WT yeast gro inh	WT yeast gro inh mutant strain	T cell HTS vesicle-bound %	Myeloid diff 2 GFP+ MAC1+ %	Autophagy mod cell loss 18 h	Ins promoter up	Autophagy mod	MT stabilizer cytotoxicity %
CN(C(=O)c1ccc(NC(=O)Cc2ccccc2)cc1)c1ccccc1	-14	/	/	714	/	i	i	-0.3%	/	/	/	/	11	1.0	/	/	/	/
CCOc1ccc(C(C)=O)cc1COC(=O)c1cnc(Cl)c(Cl)c1	16	1418	-1.2	689	1026	i	i	-1.4%	3.2	1.9	15	-10	56	0.3	-15	-0.81	i	7.4
Oc1ccccc1OCCOc1ccccc1OCCOc1ccccc1O	-14	1036	1.3	685	1250	i	i	0.2%	/	/	/	/	9	0.7	/	-0.38	/	/
CC(=O)Nc1nc2ccccc2n1CCOc1ccccc1	-1	1230	/	809	/	i	i	0.1%	2.7	1.3	7	-24	35	1.4	-4	0.48	i	4.0

Random draw from the library (roughly 3.9% active in at least one column).
